Bioassay records (PubChem BioAssay)
RGS4 inh: Inhibitors of Regulator of G Protein Signaling (RGS) 4: qHTS | Regulator of G-protein signaling 4 (Homo sapiens), P49798 | Transcreener GDP fluorescence polarization, RGS4-accelerated GTP hydrolysis | Potency, µM (doses to about 114 µM), inactives show top-dose activity change, negative = inhibition, actives largely listed as inhibitors | 0.039% of 390,000 active; also: potency is read from the fitted curve at half-maximal effect; % is scaled to controls: 0 for no effect and ±100 for the full control effect; nearly all actives have a fitted effect of over 75% in size; some results filed as inactive show a strong effect at the top dose
Target sequence (P49798 whole entry, looked up): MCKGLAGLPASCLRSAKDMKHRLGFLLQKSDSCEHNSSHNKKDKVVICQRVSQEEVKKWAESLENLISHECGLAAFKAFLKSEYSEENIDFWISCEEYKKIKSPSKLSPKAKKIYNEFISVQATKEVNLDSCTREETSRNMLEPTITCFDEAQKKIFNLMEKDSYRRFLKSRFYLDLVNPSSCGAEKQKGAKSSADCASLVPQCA
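MLSMR compounds (23 nl, pin-transferred) preincubated 10 min at room temperature with a 500nM (2x) first reagent, then RGS4 at 900nM (2x) plus Transcreener GDP mix added; fluorescence polarization (620/688 nm) read before and after 90 min at 30 °C.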
D2 antagonist: HTS Assay for Allosteric Antagonists of the Human D2 Dopamine Receptor: Primary Screen for Antagonists; D(2) dopamine receptor (Homo sapiens), P14416; AID 485344, 2010; 2% of 340,000 active; inhibition, % at 10 µM; HEK293 TREx D2 cells, calcium flux, dopamine EC80; in the data active = inhibition above about 30%; also: 0% is about no effect
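Overnight-induced (tetracycline, 30 C) HEK293 T-REx cells carrying force-coupled D2 receive a no-wash calcium dye, then compound, then EC80 dopamine at 180 s; signals are read kinetically throughout.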
LDHA inh: qHTS assay for inhibitors of human lactate dehydrogenase; L-lactate dehydrogenase A chain (Homo sapiens), P00338; purified LDHA, NADH/diaphorase-resazurin fluorescence; stronger effect = lower value; activity change, % (values are at about 110 or 230 µM); 0.15% of 480,000 active; AID 1347041, 2019; in the data active = activity change below about -30%; inconclusive = mostly about -25% to -30%;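 also: plate controls were DMSO wells for no effect and wells without enzyme for full effect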
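Enzyme activity of human lactate dehydrogenase 5 (2 nM; 0.06 mM NADH, 0.2 mM pyruvate, 5 min, RT) is measured via a resazurin/diaphorase fluorescence readout of residual NADH.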
ERG-DNA inh: qHTS for Small Molecule Inhibitors of the ERG Ets/DNA interaction. 0.028% of 370,000 active. fluorescence polarization, His-ERG Ets domain / labelled DNA. Transcriptional regulator ERG (Homo sapiens), P11308. Potency, µM (top dose mostly 76.9 µM), inactives show top-dose FP activity, negative = inhibition, actives largely listed as inhibitors. AID 624246, 2012; active = well fitted inhibition curve with a large enough effect in the polarisation, with a control signal flat; inconclusive = small, poorly fitted or top-dose-only effect, or effect the other way, or a change in a side signal; inactive = no such curve, though single readings can be large or run the other way; the % refers to the polarisation;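 also: polarization taken with two DNA probes labelled with fluorescein and Texas red; potency is read from the fitted curve at half-maximal effect; % of control where 0% means no effect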
Target sequence (P11308 whole entry, looked up, the tested form may be a part): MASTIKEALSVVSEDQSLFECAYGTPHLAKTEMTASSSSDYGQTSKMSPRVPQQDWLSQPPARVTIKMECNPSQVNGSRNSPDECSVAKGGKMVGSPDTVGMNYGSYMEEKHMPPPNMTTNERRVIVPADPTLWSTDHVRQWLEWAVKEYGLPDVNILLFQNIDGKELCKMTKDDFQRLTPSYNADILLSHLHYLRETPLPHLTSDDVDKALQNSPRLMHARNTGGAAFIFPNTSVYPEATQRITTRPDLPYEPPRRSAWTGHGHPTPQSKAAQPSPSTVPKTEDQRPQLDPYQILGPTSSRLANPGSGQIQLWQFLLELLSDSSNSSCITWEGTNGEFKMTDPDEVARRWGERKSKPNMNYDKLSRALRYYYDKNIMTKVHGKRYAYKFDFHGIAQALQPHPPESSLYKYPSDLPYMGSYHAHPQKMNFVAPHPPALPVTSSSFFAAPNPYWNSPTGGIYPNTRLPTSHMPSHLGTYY
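His-tagged ERG Ets domain (1 uM in the protein solution; 300mM KCl, 50mM Tris-HCl, 1mM EDTA, 1mM DTT, pH 7.5) received compound, then a probe mix of 5 nM fluorescein-DNA and 100nM Texas-615-DNA. Fluorescence polarization was read for both dyes.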
Vif-APOBEC3F blk: qHTS for Inhibitors of Vif-A3F Interactions: qHTS. HeLa A3F-eYFP + Vif (tagged APOBEC3F with the HIV-1 protein that degrades it), YFP fluorescence increase. Potency, µM (titrated, usually from 46.1 µM), inactives show at the top dose activity, negative = active. 0.2% of 390,000 active; also: potency is read from the fitted curve at half-maximal effect; % of control where 0% means no effect; nearly all actives have a fitted effect of over 65% in size
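HeLa cells stably expressing Vif plus C-terminally eYFP-tagged A3F were seeded, incubated overnight at 37 deg C, dosed with compound, incubated overnight again at 37 deg C. Yellow fluorescence (Ex 488/Em 500-530) reported blocked Vif-mediated A3F-eYFP degradation.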
Vif-A3G inh: qHTS for Inhibitors of Vif-A3G Interactions: qHTS | Potency, µM (doses to about 46.1 µM), inactives show at the top dose activity, negative = active, most hits filed as inhibitors | DNA dC->dU-editing enzyme APOBEC-3G (Homo sapiens), Q9HC16 | HeLa A3G-eYFP + Vif (tagged APOBEC3G with the HIV-1 protein that degrades it), YFP fluorescence, overnight | 0.076% of 410,000 active;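 also: potency is read from the fitted curve at half-maximal effect; % is scaled to controls: 0 for no effect and ±100 for the full control effect; nearly all actives have a fitted effect of over 60% in size; hits raise eYFP signal because A3G escapes Vif-driven loss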
Target sequence (Q9HC16 whole entry, looked up): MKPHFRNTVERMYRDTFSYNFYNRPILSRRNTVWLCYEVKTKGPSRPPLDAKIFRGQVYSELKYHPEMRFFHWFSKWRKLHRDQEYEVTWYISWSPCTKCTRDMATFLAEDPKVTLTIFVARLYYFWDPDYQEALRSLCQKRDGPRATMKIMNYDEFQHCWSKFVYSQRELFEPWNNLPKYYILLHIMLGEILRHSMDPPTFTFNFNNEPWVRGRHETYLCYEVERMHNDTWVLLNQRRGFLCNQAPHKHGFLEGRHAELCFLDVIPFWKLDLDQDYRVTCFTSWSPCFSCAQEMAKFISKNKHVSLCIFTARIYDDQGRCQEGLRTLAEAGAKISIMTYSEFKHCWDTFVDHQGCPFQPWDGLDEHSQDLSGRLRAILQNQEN
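HeLa cells stably expressing Vif and C-terminally eYFP-tagged A3G, seeded overnight at 37 deg C, then exposed to compound by pintool overnight at 37 deg C. Rise in yellow fluorescence (Ex 488/Em 500-530, Acumen) marks blocked Vif-driven A3G degradation.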
GRP78 ERSR act: qHTS for Inducers of the Endoplasmic Reticulum Stress Response (ERSR) in Human Glioma: qHTS; Potency, µM, for inactives: at the top dose activation, actives largely listed as activators; 0.02% of 420,000 active; U87-MG GRP78 promoter luciferase reporter, 16 h; also: potency is read from the fitted curve at half-maximal effect; series mostly up to about 76 µM; % of control where 0% means no effect; nearly all actives have a fitted effect of over 35% in size
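Stably transfected U87-MG human glioma cells carrying a GRP78-based luminescent sensor were seeded at 1000 cells/well, pin-dosed with compounds and incubated 16 h. Luciferase reagent was then added, and end-point luminescence was read after 10 min at room temperature.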
D2 agonist: HTS Assay for Allosteric Agonists of the Human D2 Dopamine Receptor: Primary Screen for Agonists; D(2) dopamine receptor (Homo sapiens), P14416; HEK293 T-REx D2 cells, calcium flux agonist mode; activation, % at 2 µM; 0.53% of 340,000 active; AID 485358, 2010;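 active = activation over 3 SD above normal in the single-dose calcium agonist read, cut at about 30% in these data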; also: 0% is about no effect
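Tetracycline-induced HEK293 Trex cells with D2 receptor force-coupled to calcium signaling, plated overnight at 30 C and loaded with no-wash calcium dye. Calcium flux read kinetically for 180 s after compound addition; responses flag agonists.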
12-LOX inh: Primary qHTS assay for inhibitors of human arachidonate 12S-lipoxygenase (ALOX12): Round 2; Polyunsaturated fatty acid lipoxygenase ALOX12 (Homo sapiens), P18054; purified 12hLO, xylenol orange hydroperoxide absorbance; Potency, µM (doses to about 108 µM), for the others: at the highest dose activity change, negative = inhibition, actives largely listed as inhibitors; 1.1% of 580,000 active; also: potency is read from the fitted curve at half-maximal effect; % is scaled to controls: 0 for no effect and ±100 for the full control effect
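Purified human 12hLO (150 nM final) in 25 mM Hepes, 0.01% Triton X-100, pH 7.0 was preincubated 15 min at room temperature with compound. Then 40 uM arachidonic acid was added, 30 min. Hydroperoxide was read by Fe-XO absorbance ratio 573/405 nm.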
Active calls of the source: *; ? = inconclusive; . = not tested or not shown; & = joins results of further samples; [ ] = dose if it differs, or a comment. Unless noted, calls follow the shape of the dose curve; as a rule, active = well fitted curve in the direction sought with a large enough effect; inconclusive = small, poorly fitted or top-dose-only effect, or another doubt; inactive = no such curve, though single readings can be large; an effect the other way counts as inactive or inconclusive. These rows are one share of the data; count on the stated rates, not on these rows.

nr | compound | RGS4 inh | D2 antagonist | LDHA inh | ERG-DNA inh | Vif-APOBEC3F blk
1 | O=C(NC(=S)NNC(=O)[C@H]1C[C@@H]1c1ccccc1)c1cccc(F)c1 | -51% | 2 | -1 | 8% | -26%
2 | COc1ccc(NC(=O)C(C)n2nc(-c3ccc(C)c(C)c3)ccc2=O)cc1OC (configuration not stated) | -15% | . | 3 | 4% | 4%
3 | Cc1csc(SCC(=O)N2CCN(S(=O)(=O)c3ccc(Cl)cc3)CC2)n1 | -18% | 29 | -8 | 0% | -4%
4 | COc1ccc(C)cc1-n1c(SCC(=O)Nc2cc(C)on2)nc2sc(C)c(C)c2c1=O | -31% | -4 | -7 | -12% | -5%
5 | CN(C)c1ccc(C(=O)c2ccc(N(C)C)c(N)c2)cc1N | -36% | 8 | -1 | -6% | 0%
6 | CCCNC(=S)N1CCC(C(=O)c2ccc(F)cc2)CC1 | -35% | 10 | -3 | 11% | -5%
7 | Cc1ccc(OCCN2CCCC2)cc1 | -11% | . | -19 | 9% | 0%
8 | COc1ccc(C(=O)NCC(=O)NCC(=O)OCc2ccc(Br)cc2)cc1 | 0% | 5 | -2 | -1% | 1%
9 | CCOC(=O)Cc1cc(=O)n2[nH]c(-c3ccc(Cl)cc3)cc2n1 | -10% | -19 | 10 | . | 7%
10 | CCCN1CCC(N(C)CCc2ccc(OC)c(OC)c2)CC1 | 6% | 6 | -8 | . | -7%

nr | Vif-A3G inh | GRP78 ERSR act | D2 agonist | 12-LOX inh
1 | -8% | -1% | 7.3 | ?
2 | -2% | -1% | -0.3 | -10%
3 | -1% | 6% | 1.2 | 18%
4 | -2% | -7% | -1.1 | 15%
5 | ? | 12% | -0.2 | -2%
6 | 1% | 0% | 0.7 | 0%
7 | 0% | -3% | . | -14%
8 | 0% | -1% | 0.0 | -11%
9 | 1% | 5% | 0.9 | -3%
10 | 0% | -2% | -0.1 | -27%

Results in sequence from above.
Entries 1 to 8 in RGS4 inh, in turn: -51%, -15%, -18%, -31%, -36%, -35%, -11%, 0%
Entries 1 to 8 in LDHA inh, in turn: -1, 3, -8, -7, -1, -3, -19, -2
Entries 1 to 8 in 12-LOX inh, in turn: ?, -10%, 18%, 15%, -2%, 0%, -14%, -11%

(further entries)
nr | compound | RGS4 inh | D2 antagonist | LDHA inh | ERG-DNA inh | Vif-APOBEC3F blk
11 | COc1ccc(CCNC(=O)CN(c2cccc([N+](=O)[O-])c2)S(C)(=O)=O)cc1 | -5% | -9 | -1 | 3% | 6%
12 | Cc1ccc2c(c1)N(C(=O)N1CCC(C(=O)NCc3cccc(Br)c3)CC1)CCO2 | -10% | . | 1 | -1% | -1%
13 | CCC(C)NC(=O)C1c2cc(OC)c(OC)cc2C(=O)N(C)C1c1cccs1 (configuration not stated) | -2% | -11 | 1 | 10% | -2%
14 | Cc1cc(/C=C2/SC(=O)N(CC(=O)OC(C)C)C2=O)c(C)n1C | -2% | -3 | 2 | . | 7%
15 | Cc1ccc(NC(=O)Cn2nc(C)c(S(=O)(=O)N(C)C)c2C)cc1 | -5% | -2 | -5 | 11% | -15%
16 | CCOC(=O)C1CCN(CCC(=O)Nc2cccc(Cl)c2C)CC1 | 8% | 6 | -4 | 7% | 1%
17 | O=C(Nc1cc(Cl)ccc1N1CCCCC1)c1cccs1 | -11% | -6 | -7 | 1% | -6%
18 | CC1CCN(C(=O)c2ccc(CSc3ccc(Cl)cc3)cc2)CC1 | -17% | 11 | 1 | -3% | 5%
19 | O=C(NCc1ccccc1)c1ccc2c(c1)C(=O)N(Cc1ccncc1)C2=O | 33% | -17 | -8 | -14% | 2%
20 | CC(C)(C)NC(=O)CN(Cc1ccccc1)S(=O)(=O)c1ccccc1 | 10% | -14 | -3 | 9% | 8%

nr | Vif-A3G inh | GRP78 ERSR act | D2 agonist | 12-LOX inh
11 | -10% | -3% | -0.5 | -6%
12 | 4% | -1% | -0.7 | -9%
13 | 1% | -5% | 0.0 | 14%
14 | 1% | 1% | -1.1 | -30%
15 | 0% | -2% | 3.6 | 20%
16 | 2% | -4% | 0.2 | 5%
17 | -4% | -4% | 0.0 | -4%
18 | -5% | -3% | -1.9 | ?
19 | -1% | -1% | -0.3 | 0%
20 | 3% | -3% | 0.9 | 5%

Quoted from the listing:
compound 19 | Vif-A3G inh: -1%
compound 12 | GRP78 ERSR act: -1%

Returning to the listing; the 2 compounds before the break are reprinted first.
nr | compound | RGS4 inh | D2 antagonist | LDHA inh | ERG-DNA inh | Vif-APOBEC3F blk
19 | O=C(NCc1ccccc1)c1ccc2c(c1)C(=O)N(Cc1ccncc1)C2=O | 33% | -17 | -8 | -14% | 2%
20 | CC(C)(C)NC(=O)CN(Cc1ccccc1)S(=O)(=O)c1ccccc1 | 10% | -14 | -3 | 9% | 8%
21 | CN(C(=O)C=Cc1ccco1)c1ccccc1 | -3% | . | -4 | -4% | 12%
22 | Cc1ccc2c(N)c(C(=O)c3ccccc3)sc2n1 | -19% | -11 | -6 | 6% | -3%
23 | Cc1cccc(CC(=O)N2CCC(n3nccc3NC(=O)C3CC3)CC2)c1 | 5% | 7 | -1 | -1% | 0%
24 | Cc1ccc(-c2cn3cccnc3n2)cc1NC(=O)c1c(-c2ccccc2Cl)noc1C | 2% | 0 | -4 | -1% | -6%
25 | Cc1ccc(OCC(=O)NCC(=O)OCc2cc(=O)n3nc(C(C)C)sc3n2)cc1 | -1% | . | -13 | 2% | -3%
26 | O=C(Cn1cnc2ccccc2c1=O)NNC(=O)c1ccccc1F | 25% | . | -6 | -2% | -11%
27 | Cc1ccc(NC(=O)Cn2nc([N+](=O)[O-])c(Br)c2C)cc1C | -27% | . | -14 | . | 1%
28 | COC(=O)/C=C/c1cccc([C@H]2[C@@H]3C=CC[C@@H](C)[C@@H]3C(=O)N2Cc2ccccc2)c1 | -16% | . | -2 | -10% | -1%
29 | COc1ccc(C2C(C#N)=C(N)Oc3c2c(-c2ccccc2)nn3-c2ccccc2)c(OC)c1OC (configuration not stated) | -17% | -2 | 3 | 0% | -8%
30 | Cc1ccc(-n2c(SCC(=O)NCC3CCCO3)nc3ccccc3c2=O)cc1C (configuration not stated) | 11% | 4 | 3 | -12% | 1%

nr | Vif-A3G inh | GRP78 ERSR act | D2 agonist | 12-LOX inh
19 | -1% | -1% | -0.3 | 0%
20 | 3% | -3% | 0.9 | 5%
21 | 0% | 2% | . | -47%
22 | ? | 2% | -1.2 | 0%
23 | 0% | -4% | 0.4 | 4%
24 | ? | -2% | 0.6 | 25%
25 | 6% | -3% | -1.0 | -17%
26 | -4% | -3% | . | 12%
27 | 1% | -3% | . | 5%
28 | -2% | -2%&4% | . | ?
29 | 2% | -4% | 1.4 | 6%
30 | 0% | -4% | 0.4 | -18%

Further compounds
nr | compound | RGS4 inh | D2 antagonist | LDHA inh | ERG-DNA inh | Vif-APOBEC3F blk
31 | O=C(CCCc1nc2ccccc2s1)NCc1ccccc1 | 5% | . | 2 | 3% | 5%
32 | O=C1C(CCCNC(=S)NCc2ccccc2)NC(=S)N1Cc1ccccc1 (configuration not stated) | -16% | -2 | -2 | 12% | 0%
33 | COc1ccc(S(=O)(=O)NCC2CCCN(C(=O)c3ccccc3)C2)cc1 (configuration not stated) | -4% | 7 | -4 | 2% | 2%
34 | Cc1ccc(C(C)NC(=O)C2CCCC2)cc1C (configuration not stated) | -12% | 0 | -7 | -16% | 0%
35 | CC(C)CCNC(=O)CCCOc1ccccc1 | -16% | 17 | 2 | 6% | -2%
36 | Cc1cc(C(F)(F)F)nc(Nc2nc(C)c3ccccc3n2)n1 | -22% | 3 | -3 | -6% | -2%
37 | c1ccc(-c2nc3ccccn3c2NC2CCCC2)nc1 | -3% | 26 | 9 | 12% | -8%
38 | COc1ccc(Nc2nc(-c3cccs3)nc3ccccc23)cc1S(=O)(=O)N1CCOCC1 | 7%[11.4 µM] | . | -6 | -10% | 4%
39 | O=C(O)c1ccccc1C(=O)NCCCn1ccnc1 | 6% | -3 | -12 | -8% | -5%
40 | CCC(c1nnnn1C(C)(C)CC)N(CCCO)Cc1cc2cccc(C)c2[nH]c1=O (configuration not stated) | 6% | -14 | 1 | 12% | -1%

nr | Vif-A3G inh | GRP78 ERSR act | D2 agonist | 12-LOX inh
31 | -2% | 2% | . | 1%
32 | 3% | 1% | 0.8 | ?
33 | 2% | -2% | 1.0 | 7%
34 | -1% | 1% | -0.8 | 3%
35 | 0% | -2% | -0.3 | 2%
36 | 1% | -3% | 0.0 | 0%[57.4 µM]
37 | 6% | -4% | 0.8 | 0%
38 | 1% | -6% | . | -16%
39 | -3% | -3% | 0.9 | 0%
40 | -7% | -2% | -0.2 | -17%
